Screening data: PubChem, several laboratories
HTR1E antagonist = antagonists of human 5-HT1E serotonin receptor. P28566. CHO 5-HT1E Ga15 NFAT-bla reporter, FRET, antagonist. inhibition, % at 6 µM. 65,000 tested, 0.99% active;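 active = inhibition above a set limit, the mean inhibition across every tested compound plus 3 SD, cut at about 29% in these data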;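 also: signal is the 460 over 535 nm emission ratio of beta-lactamase substrate; 0% = agonist plus DMSO wells and 100% = wells without agonist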
M1 ag = agonists of M1 muscarinic receptor | B-score at 10 µM | 64,000 tested, 3% active | CHO-M1 cells, Fluo-4 calcium fluorescence, agonist mode; hits give high values;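 active = fluorescence rise, raw or as B-score row- and column-corrected plate score, outside the 99.7% band of its plate's samples, either direction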
S1P1 ag pot = agonists and agonism potentiators of human S1P1 receptor; S1P1 CRE-bla cells, forskolin, beta-lactamase FRET, potentiator mode; S1P1 agonist co-added at EC20, 2 nM; 100% = saturating reference agonist, 0% = basal; activation, % at 9.5 µM; 56,000 tested, 0.57% active;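 active = activation above a cutoff set at the mean activation of all tested compounds plus 3 SD, cut at about 54% in these data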;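 also: forskolin at 4 µM as EC80 and the EC20 agonist is SEW2871; 100% = SEW2871 at its EC100 plus forskolin at EC80; some compounds past the cut are filed as inactive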
S1P3 agonist = agonists of human S1P3 receptor; Q99500; S1P3 NFAT-BLA reporter cells, agonism, FRET ratio; relative to 1 µM S1P, basal subtracted; 60,000 tested, 0.1% active; activation, % at 4.5 µM; AID 373;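 active = activation above the screen-wide mean plus 3 SD, cut at about 4.5% in these data, passing the limit was not always enough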; also: some compounds called inactive have numbers as strong as hits
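Assay system: CHO cells stably expressing human S1P3, Gα16 and NFAT-β-lactamase reporter. Timing: overnight plating, 4 h compound 37 °C, 2 h substrate RT. Signal: β-lactamase FRET emission ratio 460/535 nm. Measure: percent activation versus median 1 µM S1P response, basal-subtracted, per plate. Repeats: primary screen single test, confirmation screen in triplicate.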
M1 antag = M1 muscarinic receptor (rat) antagonism; 64,000 tested, 3.4% active; B-score at 10 µM; CHO-M1 cells, Fluo-4 calcium, ACh EC80 antagonist mode; hits give low values; AID 628;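 active = calcium fluorescence response, raw or row-and-column corrected B-score, differing from the plate sample mean either way at a set confidence level, mostly lower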
HER2 expr 66K = Her2 kinase expression inhibition | P04626 | SKBR-3 HER2 protein level, AlphaScreen, 18-24 h; hits give low values | HER2 level % of control, % at 10 µM | 65,000 tested, 0.69% active;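 active = HER2 level under 5% of the carrier-only control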;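 also: 100% = DMSO carrier and 0% = 500 nM PU-H71 HSP90 inhibitor; lower value means stronger loss of Her2 protein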
Target sequence (P04626 whole entry, looked up): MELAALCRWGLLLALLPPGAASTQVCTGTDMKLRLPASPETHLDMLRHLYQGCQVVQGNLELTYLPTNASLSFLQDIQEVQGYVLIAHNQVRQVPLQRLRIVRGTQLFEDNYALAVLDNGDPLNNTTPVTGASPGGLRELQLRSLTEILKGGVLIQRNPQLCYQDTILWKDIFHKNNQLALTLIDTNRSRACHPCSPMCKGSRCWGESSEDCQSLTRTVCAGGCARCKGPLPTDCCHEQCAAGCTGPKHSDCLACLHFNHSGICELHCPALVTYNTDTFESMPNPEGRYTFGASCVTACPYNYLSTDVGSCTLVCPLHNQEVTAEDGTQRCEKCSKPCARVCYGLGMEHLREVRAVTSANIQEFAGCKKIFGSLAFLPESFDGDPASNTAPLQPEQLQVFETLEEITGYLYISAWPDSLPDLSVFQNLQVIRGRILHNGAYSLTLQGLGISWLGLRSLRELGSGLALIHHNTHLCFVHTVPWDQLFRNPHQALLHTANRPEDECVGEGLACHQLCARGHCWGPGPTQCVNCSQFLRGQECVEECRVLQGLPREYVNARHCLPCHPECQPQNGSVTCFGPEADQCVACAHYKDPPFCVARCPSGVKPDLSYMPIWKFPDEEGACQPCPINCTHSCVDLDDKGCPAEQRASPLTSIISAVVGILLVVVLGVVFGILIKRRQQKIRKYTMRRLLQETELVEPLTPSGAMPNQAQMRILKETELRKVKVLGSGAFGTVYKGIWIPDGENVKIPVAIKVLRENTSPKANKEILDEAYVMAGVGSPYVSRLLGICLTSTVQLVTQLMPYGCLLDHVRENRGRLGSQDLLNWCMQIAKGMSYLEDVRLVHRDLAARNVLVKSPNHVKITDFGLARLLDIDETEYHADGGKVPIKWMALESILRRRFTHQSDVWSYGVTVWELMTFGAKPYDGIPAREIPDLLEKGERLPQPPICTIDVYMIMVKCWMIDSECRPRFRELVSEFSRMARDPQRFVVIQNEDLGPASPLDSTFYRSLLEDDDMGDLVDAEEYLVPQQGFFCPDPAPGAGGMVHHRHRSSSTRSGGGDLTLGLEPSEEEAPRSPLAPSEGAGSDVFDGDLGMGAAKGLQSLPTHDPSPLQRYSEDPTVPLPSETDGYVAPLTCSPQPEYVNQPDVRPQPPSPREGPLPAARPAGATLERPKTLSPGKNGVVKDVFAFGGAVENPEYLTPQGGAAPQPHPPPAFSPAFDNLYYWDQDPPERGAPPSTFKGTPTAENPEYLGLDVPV
HTR1E agonist = activates the human 5-HT1E serotonin receptor; P28566; CHO 5-HT1E Ga15 NFAT-bla reporter, FRET; 0% DMSO wells, 100% control agonist wells; activation, % at 6 µM; 65,000 tested, 0.69% active;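 active = activation above a set limit, the screen-wide mean activation plus 3 SD, cut at about 8.5% in these data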;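 also: 100% = positive control agonist at 1 µM giving full maximal response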
HEK293 NFkB inh = lowers PMA/ionomycin-induced NF-kB signal in HEK293 cells; HEK-293 NF-kB luciferase reporter, luminescence; inhibition, % at 3 µM; 62,000 tested, 0.21% active;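 active = inhibition above the mean of all tested compounds plus 3 SD, cut at about 40% in these data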;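 also: 0% = stimulated DMSO wells and 100% = 10 µM reference inhibitor 5653914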
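Signal: luciferase luminescence; Material: HEK-293 cells with stable firefly luciferase reporter driven by four HIV NF-kB elements; Probe or stimulus: PMA with ionomycin; Replication: tested once; Times: 1 h compound pretreatment, then 16 h stimulation at 37 °C, 5% CO2; Benchmarks: DMSO and 10 µM reference inhibitor; Evaluation: per-plate % inhibition versus controls.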
Jurkat viability = cytotoxic compounds reducing Jurkat cell viability | Jurkat E6.1 viability, ATP luminescence, 48 h | inhibition, % at 4 µM | 56,000 tested, 1.2% active;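 active = inhibition above the mean inhibition of all tested compounds plus 3 SD, cut at about 28% in these data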
* hit, by the source's call; / = not tested or not shown.

SMILES	HTR1E antagonist	M1 ag	S1P1 ag pot	S1P3 agonist	M1 antag	HER2 expr 66K	HTR1E agonist	HEK293 NFkB inh	Jurkat viability
CCOC(=O)CSc1nc(N)c(C(=O)Nc2ccc(N(C)C)cc2)s1	-4	1.5	15	-2.6	-0.49	103	-0.8	/	/
CCc1cc2c(=O)c(Oc3ccccc3)c(C)oc2cc1O	-3	0.38	3	-0.7	-0.92	82	-0.1	11	6
Cn1c(=O)[nH]c(=O)c2c1nc(Sc1nc3ccccc3s1)n2Cc1ccccc1	-4	-0.77	-21	-0.1	-0.059	92	-0.6	9	9
Cc1csc(SCC(=O)N2CCCC2)n1	-10	/	-2	-0.6	/	103	-0.5	12	1
CCOC(=O)c1cccc(NC(=O)Cn2cnc3c2c(=O)n(C)c(=O)n3C)c1	0	0.37	-11	-0.4	0.39	120	8.3	12	1
O=C(COn1nnc2ccc(Cl)cc21)NCc1ccccc1	-1	-0.013	8	-0.4	-0.03	99	-0.3	12	-4
COc1cc2c(cc1OC)CN(C(=O)COc1ccc(C#N)cc1)CC2	-2	-0.00064	-33	-0.4	-0.045	84	-0.5	-1	-1
Cc1cc(NC(=O)c2cnc3ccccn3c2=O)no1	2	0.2	6	-1.6	0.54	98	-1.0	-27	-6
Cc1ccc(-n2c(SCC(=O)NCc3ccco3)nc3sc(C)c(C)c3c2=O)cc1	-2	-2	16	-0.6	-0.54	86	0.5	15	1
COc1ccc(-c2nc(C#N)c(NCCc3ccccc3)o2)cc1	-3	0.6	1	-0.5	-0.21	107	-0.3	-8	1
O=C(OCC(=O)N1CCN(C(=O)c2ccco2)CC1)c1ccc(S(=O)(=O)N2CCCCC2)cc1	-3	-0.14	3	-0.4	-0.16	141	0.8	28	-9
O=C(C1=COCCO1)N1CCN(C(c2ccccc2)c2ccccc2)CC1	-8	0.98	-38	-0.5	0.081	86	-0.3	10	1
COc1cccc(NC(=O)Cc2c(O)c3ccccc3[nH]c2=O)c1	-5	0.98	3	-1.4	-0.66	108	0.3	9	-7
CCC(c1nnnn1Cc1ccco1)N(CCc1ccccc1)Cc1cc2cc(C)ccc2[nH]c1=O (centres undefined)	-4	-0.55	-9	-0.2	0.042	63	-0.2	4	2
Cc1c(C(=O)Nc2cnccn2)oc2ccccc12	6	0.59	7	-1.6	0.25	65	0.2	1	26
COc1ccc(-n2c(Cc3cc(=O)[nH]c(=O)[nH]3)nnc2SCc2ccccc2)cc1	-4	0.7	-12	-0.3	0.27	86	1.1	9	5
Cn1c(SCC(=O)Nc2cccc(NC(=O)c3cccs3)c2)nnc1-c1ccncc1	-6	1.3	10	-0.2	0.0055	94	0.0	19	2
CCCOc1cc(C)c(S(=O)(=O)N2CCN(C)CC2)cc1C	6	-0.15	-17	-0.6	0.00042	79	-0.2	21	5
COc1ccc(CN2CCN(C(=O)c3cccnc3)CC2)cc1Br	-1	-0.015	-5	-1.2	0.073	86	0.4	-3	-7
COc1ccc(-c2nn3c(-c4ccccn4)nnc3s2)cc1OC	3	2.7	-36	-1.0	-0.25	101	-0.2	/	/
Clc1ccccc1OCCn1ccnc1	4	0.068	-2	-0.8	-0.39	95	0.1	21	-6
COc1cc(CNC2CCCC2)cc(OC)c1	-8	-0.68	-13	0.3	-1	75	0.0	12	-2
Cc1nc2ccccn2c1/C(O)=C1\C(=O)C(=O)N(CCN2CCOCC2)C1c1ccncc1 (centres undefined)	1	-1.5	2	-0.5	-0.39	98	-0.3	11	2
CCN(C(=O)CN1CCN(c2ccc(OC)cc2)CC1)c1c(N)n(Cc2ccccc2)c(=O)[nH]c1=O	-3	0.32	-13	0.7	1.4	41	0.5	8	-2
Cc1cc(C(=O)O)c(CCCN)s1	-1	-0.3	-17	0.4	0.28	100	0.0	4	-3
O=C(CCc1nc2ccccc2[nH]1)N1CCN(C(=O)c2ccco2)CC1	-4	-0.41	-19	0.1	0.76	98	0.5	13	-1
Nc1nonc1C(=O)NCCNCc1cc(Br)ccc1OCc1ccccc1F	12	2.8*	78*	-2.4	-0.99	93	0.4	16	17
COc1ccc(Nc2nc3ccccc3nc2C)cc1	1	-0.058	-8	-0.2	-0.31	95	0.1	17	1
C/C(=C1/SC(N2CCOCC2)=NC1=O)c1ccc(Br)cc1	-3	1	-21	-1.1	-0.066	105	1.0	17	1
Cc1ccc(S(=O)(=O)N2CCN(C(=O)CN3CCOCC3)C2)cc1	-11	-0.59	0	0.9	-0.19	125	-0.5	15	2
C=CCOc1cccc(C2/C(=C(/O)c3ccc(Cl)cc3)C(=O)C(=O)N2CCN2CCOCC2)c1 (centres undefined)	-2	-1.1	0	-1.0	0.5	105	-0.8	2	1
Cc1ccc(N(C(=O)c2ccncc2)C2C=CS(=O)(=O)C2)cc1 (centres undefined)	-8	0.24	-26	-0.1	-0.0051	87	-0.3	8	6
COc1ccc(Cl)cc1NC(=O)N1CCN(C2CCCCC2)CC1	5	-0.35	2	0.0	1.2	112	-0.6	3	6
COc1ccc(-n2c(Cn3c(=O)sc4ccccc43)nnc2SCC(=O)N2CCOCC2)cc1	3	0.64	-8	-0.3	-0.69	-17*	-0.3	1	-3
Cc1ccc(Nc2oc(C)nc2C#N)cc1	15	-0.8	-8	-0.8	1.4	98	-0.4	21	-12
CCOc1ccc(S(=O)(=O)Nc2cccc(C(=O)N3CCN(c4ccc(OC)cc4)CC3)c2)cc1	0	0.39	18	1.6	-0.029	111	0.1	-1	-4
O=C(O)c1nn(-c2ccc(Cl)cc2)ccc1=O	-1	1.1	/	/	-0.072	77	0.3	15	/
CC(C)OC(=O)c1nnn(-c2nonc2N)c1CN1CCCCCC1	5	-0.26	-18	-0.4	0.69	94	0.1	9	12
CC(=O)C1C(c2cn(-c3ccccc3)nc2-c2cccs2)NC(=O)NC1(O)C(F)(F)F (centres undefined)	-9	-0.57	-11	0.1	0.68	81	-0.8	27	-8
CC(=O)c1ccc(O)c(CO)c1	15	-0.11	6	-4.5	1.2	94	-0.1	/	/
CCOc1ccc(C2C(C(=O)OC)=C(C)N=C3SCCC(=O)N32)cc1OCC (centres undefined)	9	0.0089	10	0.8	-0.24	100	-1.6	-15	4
COc1ccc(N(CC(=O)Nc2cc(C)on2)S(=O)(=O)c2cc(C)ccc2C)cc1	0	-1.1	-34	0.2	-0.54	114	0.0	11	-3
CCOc1ccccc1N(CC(=O)NCc1ccc(OC)cc1)S(C)(=O)=O	-1	-0.28	4	-1.5	0.58	87	-0.4	8	2
CCCn1c(SCC(=O)OCc2ccccc2)nc2c1c(=O)n(C)c(=O)n2C	0	0.1	-6	0.4	0.11	86	0.4	22	-3
O=S(=O)(c1ccc2c(c1)nc1n2CCC1)N1CCOCC1	7	-0.28	-8	-1.2	0.083	119	-1.0	14	-1
COc1ccc(-n2nnnc2SCC(=O)NCCc2ccc(OC)c(OC)c2)cc1	-3	-0.076	-11	-0.9	-0.41	111	0.1	11	8
CCN(CC)CCCN1C(=O)c2oc3ccccc3c(=O)c2C1c1cccc(OC)c1OC (centres undefined)	-7	0.32	-7	-0.5	-0.64	151	0.5	7	1
COc1nc(Nc2ccc(O)cc2)nc(OC(C(F)(F)F)C(F)(F)F)n1	-5	/	-16	0.3	/	78	-0.4	13	9
Cc1ccc(-n2c(SCC(=O)NCc3cccs3)nnc2-c2ccoc2C)cc1	9	-0.15	-2	-0.8	-0.42	98	-0.5	0	4
O=C(NCc1ccc2c(c1)OCO2)c1c(O)c2cccc3c2n(c1=O)CCC3	-6	0.26	1	-1.0	-0.97	86	-0.2	17	-3
CCOC(=O)C1CCCN(C(=O)C2CCN(S(=O)(=O)c3cnc[nH]3)CC2)C1 (centres undefined)	-5	-0.4	3	-1.2	0.21	104	0.5	22	-2
O=C(COC(=O)c1cccc(S(=O)(=O)N2CCc3ccccc32)c1)NC1CCS(=O)(=O)C1 (centres undefined)	1	-0.24	/	/	0.021	68	-0.2	6	/
Cc1cc2cc(CNC(=O)Cc3cccs3)ccc2n1C	4	2.2	4	0.2	0.91	88	0.6	7	-8
COC(=O)Cn1c(=NC(=O)CSC(C)=O)sc2ccccc21	-4	0.013	-11	0.1	0.031	108	-0.8	13	-2
COC(=O)CNC(=O)C1CCCN1C(=O)CNC(=O)OC(C)(C)C (centres undefined)	0	0.45	4	-0.2	0.26	52	0.1	5	-7
CC(C(=O)NC1CCCc2ccccc21)N1CCN(Cc2ccc3c(c2)OCO3)CC1 (centres undefined)	8	0.03	5	0.0	0.2	92	-0.4	14	-7
FC(F)(F)c1cccc(-c2nnc3ccc(C(F)(F)F)cn23)c1	0	0.61	6	-1.5	0.41	96	0.4	23	14
CC(CN1CCCCC1)OC(=O)Cc1ccc(Cl)cc1 (centres undefined)	1	0.87	3	-0.9	-0.21	126	-0.3	8	4
Cc1cc(C)n(-c2nc3c(c(=O)n(C)c(=O)n3C)n2Cc2cccc(Br)c2)n1	-3	0.32	3	-1.6	-0.16	96	0.7	13	4
CCOC(=O)C1=C(SCC(=O)Nc2ccccc2)NC(=O)C(C#N)C12CCCCC2 (centres undefined)	-30	-2	-1	-0.9	-0.33	93	0.1	12	0

6 entries from above, with two lines to a compound.
Every second line gives: HTR1E antagonist	M1 ag	S1P1 ag pot	S1P3 agonist	M1 antag	HER2 expr 66K	HTR1E agonist	HEK293 NFkB inh	Jurkat viability
Cc1csc(SCC(=O)N2CCCC2)n1
    -10	/	-2	-0.6	/	103	-0.5	12	1
CCC(c1nnnn1Cc1ccco1)N(CCc1ccccc1)Cc1cc2cc(C)ccc2[nH]c1=O (centres undefined)
    -4	-0.55	-9	-0.2	0.042	63	-0.2	4	2
CCCn1c(SCC(=O)OCc2ccccc2)nc2c1c(=O)n(C)c(=O)n2C
    0	0.1	-6	0.4	0.11	86	0.4	22	-3
COc1ccc(CN2CCN(C(=O)c3cccnc3)CC2)cc1Br
    -1	-0.015	-5	-1.2	0.073	86	0.4	-3	-7
Cc1nc2ccccn2c1/C(O)=C1\C(=O)C(=O)N(CCN2CCOCC2)C1c1ccncc1 (centres undefined)
    1	-1.5	2	-0.5	-0.39	98	-0.3	11	2
COC(=O)Cn1c(=NC(=O)CSC(C)=O)sc2ccccc21
    -4	0.013	-11	0.1	0.031	108	-0.8	13	-2

(continued)
SMILES	HTR1E antagonist	M1 ag	S1P1 ag pot	S1P3 agonist	M1 antag	HER2 expr 66K	HTR1E agonist	HEK293 NFkB inh	Jurkat viability
CC(C)OP(=O)(c1ccc(N(C)C)cc1)C(O)c1ccncc1 (centres undefined)	-9	-0.57	-6	0.4	-0.076	94	1.0	6	-8
CCOCCCNC(=O)C(c1ccc(Cl)cc1)N1CCC2(CC1)OCCO2 (centres undefined)	1	-0.45	/	/	0.0011	66	0.7	14	/
CCOC(=O)C(C)Oc1ccc(C2NC(=O)NC(C)=C2C(=O)Nc2ccccc2C)cc1 (centres undefined)	0	0	/	-0.7	-0.014	81	-0.3	-1	0
CC1CN(c2nc3ccccn3c(=O)c2/C=C(\C#N)S(=O)(=O)c2ccccc2)CC(C)O1 (centres undefined)	4	2.2	-11	1.1	-0.18	84	0.6	-1	5
